# hcGAS lum: inhibitors of human cGAS; Q8N884; recombinant h-cGAS, ATP depletion, Kinase-Glo luminescence; inhibition, % at 12.5 µM; hit rate 0.081% among 290,000; AID 1259398;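 note: 0% = vehicle reaction and 100% = reaction without DNA for no activity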
# Target sequence (Q8N884 whole entry, looked up): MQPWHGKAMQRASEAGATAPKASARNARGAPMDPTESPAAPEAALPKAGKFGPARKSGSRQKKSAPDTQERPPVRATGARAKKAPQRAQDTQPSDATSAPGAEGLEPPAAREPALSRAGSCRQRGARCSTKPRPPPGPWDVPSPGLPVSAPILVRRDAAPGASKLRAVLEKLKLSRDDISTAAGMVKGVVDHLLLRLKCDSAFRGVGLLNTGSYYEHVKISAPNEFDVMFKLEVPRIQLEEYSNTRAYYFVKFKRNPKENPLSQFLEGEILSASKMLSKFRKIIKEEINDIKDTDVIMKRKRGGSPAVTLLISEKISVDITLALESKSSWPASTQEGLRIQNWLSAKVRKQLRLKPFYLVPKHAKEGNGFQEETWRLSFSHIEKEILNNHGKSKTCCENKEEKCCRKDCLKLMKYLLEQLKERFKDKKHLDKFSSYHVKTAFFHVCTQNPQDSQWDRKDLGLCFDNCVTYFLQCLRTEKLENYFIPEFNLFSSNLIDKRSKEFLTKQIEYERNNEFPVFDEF
# NPYLR7 ag: mosquito NPYLR7 agonism. HEK293T NPYLR7/Galpha15, GCaMP6s calcium fluorescence. activation, % at 10 µM. hit rate 0.15% among 270,000; in the data active = activation above about 40%;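 note: 0% = vehicle and 100% = reference agonist at the receptor; some compounds past the cut are filed as inactive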
# mcGAS inh: inhibitors of mouse cGAS. inhibition, % at 12.5 µM. hit rate 0.15% among 160,000. Q8C6L5. recombinant cGAS, Kinase-Glo ATP depletion luminescence. AID 1259399;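 note: 0% = negative control wells and 100% = reference inhibitor with no enzyme activity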
# Active calls of the source: *; x = not tested or not shown. Cut-off read from the data, not from the text of the source, unless noted: active = inhibition above about 40%; inactive = the rest.
# Start of the listing, in advance (six entries):
Structure,hcGAS lum,NPYLR7 ag,mcGAS inh
COc1cc(OC)cc(-c2onc(C)c2C(=O)NC(C)c2ccccc2)c1 (configuration not stated),-4,24,-5
O=C(c1ccccc1)c1ccc2c(c1)N=C1CCCC(=O)C1C(c1ccc(Cl)c(Cl)c1)N2 (configuration not stated),-6,-5,-5
CCc1nn(C)c2n[nH]c(NC(=O)c3c(C(C)C)nn(C)c3Cl)c12,-6,7,x
CC1(C(=O)Nc2ccc3c(c2)OCCO3)CCN1C(=O)CCc1ccc(Cl)cc1Cl (configuration not stated),1,-5,0
COC(=O)CSC1=C(C#N)C(c2ccsc2)CC(=O)N1 (configuration not stated),-5,-5,x
CC(=O)Nc1cccc(-c2cc(N)nc(N3CCCC3)n2)c1,-4,5,x

# Main list, previewed entries included:
Structure,hcGAS lum,NPYLR7 ag,mcGAS inh
COc1cc(OC)cc(-c2onc(C)c2C(=O)NC(C)c2ccccc2)c1 (configuration not stated),-4,24,-5
O=C(c1ccccc1)c1ccc2c(c1)N=C1CCCC(=O)C1C(c1ccc(Cl)c(Cl)c1)N2 (configuration not stated),-6,-5,-5
CCc1nn(C)c2n[nH]c(NC(=O)c3c(C(C)C)nn(C)c3Cl)c12,-6,7,x
CC1(C(=O)Nc2ccc3c(c2)OCCO3)CCN1C(=O)CCc1ccc(Cl)cc1Cl (configuration not stated),1,-5,0
COC(=O)CSC1=C(C#N)C(c2ccsc2)CC(=O)N1 (configuration not stated),-5,-5,x
CC(=O)Nc1cccc(-c2cc(N)nc(N3CCCC3)n2)c1,-4,5,x
Cc1ccsc1CCNC(=O)CCC(=O)NC1CCCC1,-4,1,x
c1ccc(-c2cnn3cc(CN4CCCC4c4ccccn4)cnc23)cc1 (configuration not stated),-5,0,x
CC1CCc2nc(NC(=O)c3cccs3)sc2C1 (configuration not stated),-7,0,-5
N=C(N)SCCc1ccc(OCc2ccc([N+](=O)[O-])cc2)cc1,-3,-9,x
O=C(O)CON=C1C2CC3CC(C2)CC1C3,1,7,x
O=C(NCc1nnc2ccccn12)c1cc(Cl)c2c(c1)OCCCO2,5,-3,1
CC(C)c1cc(C(=O)N(C)Cc2nnc(-c3ccccc3)o2)no1,-8,12,x
COc1cc(N(C)CCc2noc(C(C)C)n2)ncn1,-1,-12,x
OCCSc1nnc(Nc2ccccc2)s1,-10,13,x
O=C(c1cn(-c2ccccc2)nn1)N(C/C=C/c1ccccc1)C1CC1,-1,-2,x
CCN(CC)C(=O)NCC(C(=O)N1CCOCC1)c1ccccc1 (configuration not stated),-10,2,x
C=CCN1C(=O)NC(c2ccccc2)C2=C1CN(Cc1ccccc1)C2=O (configuration not stated),-5,1,-7
CCOc1ccc(CC(=O)NCCc2cc3ccc(C)c(C)c3[nH]c2=O)cc1,-4,2,x
Cc1nccn1-c1ccc(NC(=O)C2CCCN(Cc3ccncc3)C2)cc1 (configuration not stated),-4,-7,x
CCN(CC)S(=O)(=O)c1ccc(OC)c(N2CCN(C(=O)CSc3ccccc3)CC2)c1,-3,24,-8
CCCCOC(=O)C1C2C=CC3(CN(CCCC)C(=O)C13)O2 (configuration not stated),-7,4,x
Cc1cn2c(C(=O)N3[C@@H]4CC[C@H]3CNC(=O)C4)csc2n1,5,0,x
CC(C)c1nn2c(N)cc(=O)nc2s1,-17,-3,-6
Cc1cc(SC(C)(C)C)ccc1NC(=O)NCCc1cnn(C)c1,-10,4,x
CC1(C(=O)N2Cc3ccccc3C2)CCN1C(=O)C1(c2ccccc2)CC1 (configuration not stated),-7,6,x
CC(C)c1nc2ccccc2n1CC(=O)N(c1ccccc1)C(C)C,-3,-9,x
Cc1cc(=O)[nH]c(SCc2cc(=O)n3nc(C)sc3n2)n1,-3,7,-2
Cc1cc(-c2csc(NCc3ccco3)n2)c(C)n1-c1ncn[nH]1,-8,0,x
COc1ccc(CCn2cnc(-c3ccccc3)c2-c2cnn(C)c2)cc1O,-12,x,-12
Cc1ccc(NC(=O)Cc2ccc(OC(F)F)cc2)cc1F,-18,0,-9
N#CC(C#N)=Cc1cn(-c2ccccc2)nc1-c1cccc(Br)c1,-3,3,-7
O=C(NCCCCN1CCOCC1)Nc1ccc(Cc2ccncc2)cc1,-6,0,-7
COCCN1CC(C)(C)CN(C(=O)COc2ccccc2)CC1=O,-5,31,-5
Cc1ccc(C)c(-n2nc(-c3cccs3)cc2C(=O)N2CCN(c3ccc([N+](=O)[O-])cc3)CC2)c1,2,x,-3
CCCNC(=O)N1CCN(c2ccccc2F)C(=O)C1C (configuration not stated),3,8,1
COC[C@H]1C[C@H]2C[C@@H](OC)[C@H](N3CCc4c([nH]c5ccccc45)C3)[C@]2(O)CO1,-6,8,-6
CCOC(=O)c1ccc2c(c1)nc(SCc1c(F)c(F)c(C(F)(F)F)c(F)c1F)n2CCOC,-8,4,-6
Cc1cccc(N2C(=O)/C(=C/c3cc(C)n(-c4cc(C)cc(C)c4)c3C)C(=O)NC2=S)c1,-7,-2,-5
CCc1nc2ccc(C(=O)N3CCN(C(=O)c4ccco4)CC3)cn2c1N(C)CCCc1ccccc1,0,-1,1
CC1CCCN(Cc2nc3c([nH]2)c(=O)n(C)c(=O)n3C)C1 (configuration not stated),-9,6,x
Clc1ccc2nc(SCc3nnc(C4CCC4)o3)[nH]c2c1,-6,-4,x
COc1ccc(NC(=O)C2CCN(C(=O)[C@@H]3CCCN3C(=O)Nc3ccc(I)cc3)CC2)cc1,-2,-14,0
Cc1csc(SCc2cc(=O)c(OC(=O)c3cc(Cl)ccc3Cl)co2)n1,-9,-3,-6
COc1ccc(NC(=O)c2sc(=O)n(CC(=O)c3ccc(F)cc3)c2C)cc1OC,-7,12,x
CCOc1ccc(NC(=O)N2CCc3cc(OC)c(OC)cc3C2CNC(=O)c2cccc(Cl)c2)cc1 (configuration not stated),0,x,-5
CC(=O)C(C)Sc1nc2c(c(=O)n(C)c(=O)n2C)n1Cc1ccccc1 (configuration not stated),-6,2,-4
CC(C)(C)c1nc(SCC(=O)NCc2ccc(Cl)cc2)n[nH]1,-9,8,x
O=C(NCCCn1ccc2ccccc21)C1CCOC1 (configuration not stated),0,-1,x
CC(C)CN(CC(=O)NC(N)=O)C1CC1,-6,6,x

# New compounds follow:
Structure,hcGAS lum,NPYLR7 ag,mcGAS inh
CN(C)c1ccc(NC(=O)CC2CC3CCC2C3)nc1 (configuration not stated),-12,-20,x
COC(C)(C)CC(C)NCCn1c(C)cc(C)nc1=O (configuration not stated),-9,4,x
FC(F)(F)c1cc(-c2ccccc2)nc2c3ccccc3nn12,-5,-2,x
O=C(Cn1nc2c(c1NC(=O)c1ccco1)CSC2)NCc1ccccc1,5,-3,10
c1ccc2c(Nc3ccc(N4CCOCC4)cc3)nc(N3CCOCC3)nc2c1,11,3,x
COc1cc(CSc2ncc(CO)n2CC(N)=O)cc(OC)c1,-3,9,x
CC(C)c1ccc(CN2CCCC3(CCN(C(=O)c4ccnc(N)c4)C3)C2)cc1 (configuration not stated),-1,-1,x
COC(=O)c1ccc(CNC(=O)CN2CCC(n3ccnc3)C2)o1 (configuration not stated),-7,11,x
CCOC(=O)CC1=CSC2=NS(=O)(=O)CCN12,3,3,-1
CCC(C)N(Cc1ccc(OC)c(OS(=O)(=O)CC)c1)C(=O)c1ccccc1F (configuration not stated),-4,27,-5
CC(=NNc1ccccc1)c1no[n+]([O-])c1C,-5,-8,x
C#Cc1ccc(NC(=O)C2(C)CCN2C(=O)c2ccc(C(C)(C)C)cc2)cc1 (configuration not stated),-10,14,-4
Cc1cc(=O)oc2cc(OC(=O)CCl)ccc12,-5,24,-5
CC(OC(=O)c1cccc(OC(F)F)c1)c1nc2ccccc2c(=O)[nH]1 (configuration not stated),-2,14,x
CCOCCn1c(SCC(=O)OCc2ccccc2)nc2c1c(=O)[nH]c(=O)n2C,-4,0,x
CCCN1CCCc2cc(CCNC(=O)c3cc(OC)cc(OC)c3)ccc21,-1,8,x
Cc1cc2c(SCC(=O)Nc3ccccc3Cl)ncnc2s1,-9,-8,x
C=C1C2(C(=O)N3CCC(c4ccc(F)cc4)C3)CCC(C2)C1(C)C (configuration not stated),-9,-5,x
CN(C)CCCN(C(=O)c1ccc2c(c1)OCCO2)c1nc2ccc(Cl)cc2s1,-5,-2,-7
CC(NC(=O)c1ccccc1)C(=O)NC(C)c1ccc(S(N)(=O)=O)cc1 (configuration not stated),-11,3,x
C=CCC(NC(C)=O)C(=O)N1CCc2c(cnn2CC(=O)OCC)C1 (configuration not stated),-6,0,x
CCc1nc2c(OCc3ccc(Cl)cc3Cl)cccn2c1N(C=O)CC(=O)N(C)C,2,-14,2
CC(C)COc1nc(-c2cccc(C(F)(F)F)c2)n(-c2ccc(NC(=O)/C=C/c3ccccc3)cc2)n1,-2,10,-5
Cn1nc(-c2cccnc2)c2c1NC(=O)CC2c1cnc(N2CCCC2)nc1 (configuration not stated),-6,-4,x
C#CCN(C)C(=O)C[C@@H]1c2nc(-c3cccnc3)sc2C[C@@H]2[C@](C)(CO)[C@H](O)CC[C@]21C,-1,-13,1

# Arranged by length of the SMILES (smallest number first): part of the list above
Structure,hcGAS lum,NPYLR7 ag,mcGAS inh
FC(F)(F)c1cc(-c2ccccc2)nc2c3ccccc3nn12,-5,-2,x
CC(NC(=O)c1ccccc1)C(=O)NC(C)c1ccc(S(N)(=O)=O)cc1 (configuration not stated),-11,3,x
CC(C)c1ccc(CN2CCCC3(CCN(C(=O)c4ccnc(N)c4)C3)C2)cc1 (configuration not stated),-1,-1,x

# The results go on:
Structure,hcGAS lum,NPYLR7 ag,mcGAS inh
CC1CCCCN1Cc1nc2sc3c(c2c(=O)[nH]1)CCCC3 (configuration not stated),0,1,-1
CC(=O)Oc1c(-c2ccc(NC(=O)c3ccc4c(c3)OCO4)cc2)c(-c2ccc(C)cc2)nn1-c1cccc(C)c1,-1,-2,-3
O=C(c1cc(-c2cccs2)nn1-c1ccc(F)cc1)N1CCN(c2cccc(C(F)(F)F)c2)CC1,-2,3,-5
O=C(CCN1Cc2ccccc2-c2ccccc2C1)N1CCOCC1,-5,7,-12
COC(=O)c1sccc1S(=O)(=O)Nc1cc(C)ccc1OC,-6,-1,x
CC1CN(C(C)(C)CNC(=O)c2n[nH]c3ccccc23)CC(C)O1 (configuration not stated),-14,0,-7
O=S(=O)(c1ccc(F)cc1)c1ccc(F)cc1,-6,-9,x
N#CC1C(=S)NC(=O)CC1c1ccco1 (configuration not stated),5,0,5
O=C(CCc1cnc[nH]1)N1CCOc2c(O)cc(-c3cccnc3)cc2C1,-5,1,-11
COc1cccc(Cc2nsc(N(CCC(=O)NCCN3CCCCC3)C(C)C)n2)c1,-5,-11,-5
CCOC(=O)CCCC(=O)N1CCCN(c2c(-c3ccc(OC)c(OC)c3)cnc3ncnn23)CC1,-3,2,-8
Cc1cc(C)n(-c2nc(C)c(C)c(=O)n2CC(=O)N2CCCCC2)n1,-4,-3,-7
COc1ccccc1-n1c(=O)c2ccccc2n(Cc2ccc(C(=O)NCc3cccnc3)cc2)c1=O,-5,10,-9
COc1ccc2nc(-n3nc(C)cc3NC(=O)c3ccnn3C)sc2c1,-8,-10,-14
CC(C)NC(=O)Cn1c(-c2cccnc2)nc2ccccc21,-4,-7,-8
Cc1ccc(Cl)cc1-n1c(SCc2nc(C(=O)N3CCC4(CC3)OCCO4)cs2)nnc1-c1cccnc1,-7,9,-7
CCn1c(=NC(=O)CCS(=O)(=O)c2ccccc2)sc2cc(OC)c(OC)cc21,-4,4,-7
CCCC(=O)OCC(O)CN(Cc1c(-c2ccccc2)noc1N(C)Cc1ccccc1)CC1CC1 (configuration not stated),2,x,-4
COc1ccc2nc(-c3ccc(NS(=O)(=O)c4cc(C)c(OC)cc4C)cc3)cn2n1,-5,-8,-9
COc1cccc(C(=O)Nc2cccc(-n3nc(OC)nc3-c3ccc(Cl)c(Cl)c3)c2)c1,-12,17,-5
CCN(CC)CCN(CC)C(=O)c1ccc(-c2cc(-c3cccc(OC)c3)n[nH]2)cc1,1,x,-3
CC(C)(C)OC(=O)NCC1CCCCC1OC(=O)C1CCOCC1 (configuration not stated),-9,-1,x
CCOC(=O)C1CCN(C(c2cccc(F)c2)C2Sc3nc(CC)nn3C2=O)CC1 (configuration not stated),-11,-2,-9
CC1(C(=O)N2CCC(Cn3cc(COCC4CC4)nn3)C2)CCCCC1 (configuration not stated),-14,x,-5
COC(=O)c1c(C)[nH]c(C(=O)COC(=O)c2c(C)noc2C)c1C,-13,5,x
CN(C)C(=O)c1ccc(Nc2cc3c(cn2)cc(-c2cccnc2)n3Cc2ccccc2)cc1,-4,7,-3
CNC(=O)CC(C)N(C)C(=O)C12CC3CC(C)(CC(C)(C3)C1)C2 (configuration not stated),8,x,1
Cc1[nH]n(-c2nc(-c3ccc(Cl)cc3)cs2)c(=O)c1N=Nc1cc(C(F)(F)F)ccc1Cl,-4,-12,-7
CCc1c(C(=O)O)cnn1-c1ccc(=O)[nH]n1,2,-1,x
CCOc1ccccc1-n1nnc(C(=O)OCc2nc(-c3cccc(Cl)c3)oc2C)c1C,-10,x,-9
CN(C)c1ccc(-c2nnc(NC(=O)C(Cc3ccccc3)NC(=O)Nc3ccccc3F)s2)cc1 (configuration not stated),-3,3,-6
O=C(CN1CSCC1=O)NCC(=O)Nc1ccc(Br)cc1,-9,-5,-16
CNC(=O)CN1CCC(CN(C)CCOc2ccc(C#N)cc2)CC1,3,2,x

# Rows are unselected; about 0.27% have a hit in one of these screens.
